STK33 inh: inhibitors of purified STK33 kinase, primary screen, biochemical, ADP-Glo luminescence, homogeneous, cell-free. MBP phosphorylation. inhibition, % at 10 µM. 320,000 compounds, 0.073% hits;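 active = inhibition at or above 25%, using the most active replicate where run in duplicate; inactive = inhibition below 25%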
Target sequence (Q9BYT3 whole entry, looked up): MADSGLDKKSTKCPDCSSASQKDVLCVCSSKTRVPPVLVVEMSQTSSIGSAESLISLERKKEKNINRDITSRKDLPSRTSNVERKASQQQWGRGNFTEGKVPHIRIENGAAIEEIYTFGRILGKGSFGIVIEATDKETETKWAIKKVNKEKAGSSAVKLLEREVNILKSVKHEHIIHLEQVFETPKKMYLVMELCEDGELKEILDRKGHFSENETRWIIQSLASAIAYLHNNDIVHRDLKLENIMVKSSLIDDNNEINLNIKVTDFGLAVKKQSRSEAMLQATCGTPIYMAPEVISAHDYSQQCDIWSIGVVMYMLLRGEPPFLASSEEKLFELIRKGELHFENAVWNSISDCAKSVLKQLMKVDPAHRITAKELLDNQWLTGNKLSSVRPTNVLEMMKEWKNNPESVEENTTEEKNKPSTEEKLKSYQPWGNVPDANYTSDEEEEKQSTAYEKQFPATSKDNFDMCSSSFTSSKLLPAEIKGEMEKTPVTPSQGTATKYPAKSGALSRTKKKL
OX1R antag-1: antagonists of human orexin 1 receptor (OX1R). Orexin/Hypocretin receptor type 1 (Homo sapiens), O43613. OX1R-expressing cells, FRET antagonist read-out. inhibition, % at 6.6 µM. 330,000 compounds, 1.8% hits. AID 485270, 2010; in the data active = inhibition mostly above about 38%, no sharp cut-off; inactive = mostly below about 40%;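 also: 0% = agonist challenge alone and 100% = reference antagonist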
Target sequence (O43613 whole entry, looked up): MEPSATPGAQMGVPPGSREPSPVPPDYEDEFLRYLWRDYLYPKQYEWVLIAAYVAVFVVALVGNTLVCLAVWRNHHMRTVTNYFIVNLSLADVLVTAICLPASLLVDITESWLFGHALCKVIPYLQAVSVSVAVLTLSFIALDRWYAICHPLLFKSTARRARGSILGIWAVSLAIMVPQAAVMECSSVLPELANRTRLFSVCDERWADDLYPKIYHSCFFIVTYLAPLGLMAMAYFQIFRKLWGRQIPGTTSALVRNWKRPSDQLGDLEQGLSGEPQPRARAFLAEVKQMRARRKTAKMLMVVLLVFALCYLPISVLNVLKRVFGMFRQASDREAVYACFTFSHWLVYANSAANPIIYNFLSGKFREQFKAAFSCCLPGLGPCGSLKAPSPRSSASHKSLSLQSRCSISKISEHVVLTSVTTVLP
OX1R antag-2: OX1R (HCRTR1) antagonists, primary screen, fluorescence, CHO/OX1R cells, Fluo-8 calcium, orexin A. Orexin/Hypocretin receptor type 1 (Homo sapiens), O43613. Fluo-8 calcium fluorescence. inhibition, % at 5 µM. 330,000 compounds, 0.43% hits. AID 434989, 2010;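 active = inhibition above its plate's threshold, mean inhibition of all tested compounds on the plate plus 3 SD, cut at about 37% in these data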;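 also: 0% = orexin A challenge wells and 100% = SB-334867-A antagonist wells; not every result past the cut was called active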
Active calls of the source: *; nt = no result given. An unsorted share of the library; any-hit rate near 2.2%.

#1 CCOc1ccc(C(C)=O)cc1CSc1nnc(-c2cccs2)n1CC1CCCO1 (stereo not drawn)
#2 O=C(CCCN1C(=O)/C(=C/c2cccs2)SC1=S)NNC(=O)c1ccncc1
#3 CCOC(=O)N1CCN(S(=O)(=O)c2ccc(C(=O)N(CCN(CC)CC)c3nc4ccc(C)cc4s3)cc2)CC1
#4 O=S(=O)(c1ccc(N2CCN(c3ccc(F)cc3)CC2)cc1)N1CCCC1
#5 COc1cccc(C(=O)NCC2CCN(c3ccc(S(=O)(=O)N4CCOCC4)cc3)CC2)c1
#6 COc1ccc(CN2C(=O)c3ccccc3C2=O)cc1
#7 CCOc1ccc(C(=O)Nc2ccccc2N2CCCC2)cc1
#8 COc1ccc(-c2[nH]ncc2CN2CCC(C(=O)N3CCOCC3)CC2)c(F)c1

screen / no.	1	2	3	4	5	6	7	8
STK33 inh	-0.9	-1.5	-0.4	-1.3	1.8	-0.6	0.5	-0.7
OX1R antag-1	33.8	15.3	4.2	3.8	17.6	8.1	26.9	8.8
OX1R antag-2	-24.1	-12.1	-22.4	-7.6	-1.4	-12.8	-37.2	9.3

#9 O=C(O)c1ccc(N/N=C/c2ccc(-c3cc(Cl)ccc3Cl)o2)cc1
#10 COc1cccc(/C=C/C(=O)OCC(=O)c2c[nH]c3ccccc23)c1
#11 O=C(O)c1ccc2c(=O)n3c(nc2c1)/C(=C/c1ccc(Cl)c([N+](=O)[O-])c1)CC3
#12 CC1(C)CC(=O)C(C=NCCN2CCN(C(=O)c3ccccc3)CC2)=C(O)C1
#13 Cc1cc(C(=O)N2CCN(c3ccccn3)CC2)no1
#14 Cc1cccc(N(CC(=O)NC2CCCCC2)C(=O)c2csnn2)c1
#15 Cc1cc(C(=O)OCCN2C(=O)c3ccccc3C2=O)c2ccccc2n1
#16 O=c1[nH]c(CN2CCN(S(=O)(=O)c3ccc4c(c3)OCCO4)CC2)nc2sc3c(c12)CCCC3

screen / no.	9	10	11	12	13	14	15	16
STK33 inh	-0.7	nt	3.3	-0.1	-1.2	-0.9	-0.6	-2.6
OX1R antag-1	-20.1	23.8	3.2	9.0	1.0	9.2	27.2	5.2
OX1R antag-2	0.0	15.4	-10.9	-2.0	-17.4	-21.5	12.4	-18.1

Compounds listed so far that have a halogen, in the order listed:
#4 O=S(=O)(c1ccc(N2CCN(c3ccc(F)cc3)CC2)cc1)N1CCCC1
#8 COc1ccc(-c2[nH]ncc2CN2CCC(C(=O)N3CCOCC3)CC2)c(F)c1
#9 O=C(O)c1ccc(N/N=C/c2ccc(-c3cc(Cl)ccc3Cl)o2)cc1
#11 O=C(O)c1ccc2c(=O)n3c(nc2c1)/C(=C/c1ccc(Cl)c([N+](=O)[O-])c1)CC3

screen / no.	4	8	9	11
STK33 inh	-1.3	-0.7	-0.7	3.3
OX1R antag-1	3.8	8.8	-20.1	3.2
OX1R antag-2	-7.6	9.3	0.0	-10.9

Other compounds
#17 O=C(NCCc1c[nH]c2ccccc12)c1cnc2n(c1=O)CCS2
#18 CCn1c(SCC(=O)Nc2ccccc2)nnc1-c1ccc(S(=O)(=O)N2CCOCC2)cc1
#19 CCc1ccc(OCC(=O)Nc2cccc3c2CCCC3)cc1
#20 Cn1nc(-c2ccccc2)cc1NC(=O)CCCC(=O)O
#21 Cc1ccc(C(=O)NNC2=NC(C)(C)Cc3ccccc32)cc1
#22 c1ccc(N2CCN(Cc3cn4cccnc4n3)CC2)cc1
#23 O=C(NCc1ccc2c(c1)OCO2)C1CCC(CNS(=O)(=O)c2ccc(Cl)cc2)CC1 (stereo not drawn)
#24 CCOC(=O)c1ccc(NC(=O)COC(=O)c2cccc(Oc3ccccc3)c2)cc1

screen / no.	17	18	19	20	21	22	23	24
STK33 inh	0.9	0.1	5.8	-0.5	-0.9	3.2	-1.3	-2.0
OX1R antag-1	1.1	-1.1	29.6	6.2	9.3	6.1	8.2	5.8
OX1R antag-2	-5.7	-18.7	-5.3	-20.8	-18.8	3.9	1.7	-10.4

#25 O=S(=O)(NC1CCCCCCC1)c1ccccc1
#26 CC(=O)c1ccc(NC(=S)N2CCN(c3cccc(Cl)c3)CC2)cc1
#27 O=C(CCn1c(=O)c2cccn2c2cccnc21)NCc1cccc(Cl)c1
#28 CCCCCC(=O)Nc1ccc(C(=O)CN2C(=O)NC3(CCCCCC3)C2=O)cc1
#29 CCOc1ccc(NS(=O)(=O)c2ccc3c(c2)CCN3C(=O)C2CCC2)cc1
#30 O=C(O)Cn1c(SCCOc2ccccc2F)nc2ccccc21
#31 COc1ccccc1Nc1nc2ccc(C)cc2n2cnnc12
#32 CCOC(=O)c1ccc(NC(=O)CSC(=S)N2CCOCC2)cc1

screen / no.	25	26	27	28	29	30	31	32
STK33 inh	-0.1	-1.7	-0.7	-2.2	-2.8	-0.7	-0.5	3.7
OX1R antag-1	21.0	15.6	6.6	20.7	11.8	46.8	11.7	14.0
OX1R antag-2	-8.3	4.3	-18.3	-2.9	-6.5	13.4	-3.8	-36.2

#33 Cc1ccc(S(=O)(=O)N2CCC(C(=O)NCCC3=CCCCC3)CC2)cc1C
#34 Nc1c(C(=O)NCc2ccco2)nnn1CC(=O)Nc1ccccc1
#35 O=C(Nc1ccc(N2CCCC2)cc1)c1ccc2ccccc2c1
#36 O=C(NC1CCN(C(=S)NCc2ccco2)CC1)c1ccc(F)cc1
#37 CCOC(=O)CN1C(=O)C(=O)c2cc(C)ccc21
#38 CN(C)c1ccc(C2NC(=O)c3ccccc3N2)cc1 (stereo not drawn)
#39 O=C(NC1CCCC1)C(c1ccccc1)N(C(=O)c1ccco1)C1CCCC1 (stereo not drawn)
#40 O=C(CSc1nncs1)Nc1ccc(Cl)cc1C(F)(F)F

screen / no.	33	34	35	36	37	38	39	40
STK33 inh	-1.7	-0.8	0.2	0.2	-0.3	-0.6	0.0	0.0
OX1R antag-1	3.8	17.6	19.1	10.8	27.1	32.2	37.2	14.4
OX1R antag-2	-24.4	-3.8	-4.1	-13.8	-5.1	-24.1	-20.1	-11.7

#41 CCOC(=O)C1CCCN(C(=O)COc2ccc(N(C)S(=O)(=O)c3ccc(C)cc3)cc2)C1 (stereo not drawn)
#42 COC(=O)c1ccccc1C(=O)N(Cc1cccnc1)CC1CCCN(C2CCCCC2)C1 (stereo not drawn)
#43 O=C(NCc1ccccc1Cl)C1CCCN1S(=O)(=O)c1ccccc1F (stereo not drawn)
#44 CCn1c(SCC(=O)c2ccc(Br)cc2)nnc1C(C)NC(=O)Cc1ccc(OC)cc1 (stereo not drawn)
#45 COc1cnc(-c2ccccn2)nc1Sc1ccc(C)cc1
#46 CCN(CC)Cc1c(C(=O)N/N=C/c2cccs2)nnn1-c1nonc1N
#47 O=C(N/C(=C/c1cccnc1)C(=O)N1CCOCC1)c1ccccc1Cl
#48 COc1ccc(OC)c(NS(=O)(=O)c2ccc3c(c2)C(C)(C)C(=O)N3C)c1

screen / no.	41	42	43	44	45	46	47	48
STK33 inh	0.1	-0.2	0.6	nt	-2.4	-0.6	-2.2	2.4
OX1R antag-1	19.3	16.8	24.2	12.1	19.3	4.7	4.9	13.9
OX1R antag-2	-35.6	-26.2	-21.2	-10.4	-34.7	-10.5	-7.1	-14.0

#49 Cc1ccc(-c2nc(CS(=O)(=O)CC(=O)N3CCc4ccccc4C3)c(C)o2)cc1
#50 COc1ccc(OC)c(C2c3c(oc4ccccc4c3=O)C(=O)N2CCCN(C)C)c1 (stereo not drawn)
#51 CSCCC(NS(=O)(=O)c1ccc(Cl)cc1)C(=O)OCC(=O)c1ccc(F)cc1 (stereo not drawn)
#52 CCOC(=O)c1cnc2ccccc2c1NCCO
#53 CC(Sc1ncnc2sc(-c3ccccc3)cc12)C(=O)NCC1CCCO1 (stereo not drawn)
#54 CCOC(=O)COc1ccccc1/C=C1/NC(=O)NC1=O
#55 CCOc1ccccc1N(CC(=O)NC1CCCCC1)S(=O)(=O)c1ccccc1
#56 Cc1cc(C(=O)NC2CCCc3c2cnn3-c2ccccc2F)nc(C)n1 (stereo not drawn)

screen / no.	49	50	51	52	53	54	55	56
STK33 inh	1.5	-1.3	-0.5	2.0	2.1	0.8	0.4	1.7
OX1R antag-1	6.3	16.4	18.6	-0.6	18.5	14.0	38.1	13.9
OX1R antag-2	-19.3	-16.4	-16.4	-8.6	-32.8	-7.9	-8.7	-37.5

#57 O=C(OCC(=O)N1CCCC1)c1cc([N+](=O)[O-])ccc1Cl
#58 COc1ccc2cc(C[C@@H]3CC[C@@H](CO)O3)ccc2c1
#59 Cc1cc(C(=O)N/N=C/C(Cl)=C/c2ccccc2)c(C)o1
#60 CC(C)CN1CCC(=O)N(CCC#N)CC1
#61 O=C(Cc1c(F)cccc1Cl)NNC(=O)c1ccncc1
#62 N#Cc1ccc(-c2nc3ccc(Br)cc3c(=O)n2O)cc1
#63 CC(=O)c1ccc(NC(=S)NC(=O)/C=C/c2ccc(F)cc2)cc1
#64 N#Cc1sc2nc(-c3cccs3)cc(-c3ccc(F)cc3)c2c1N

screen / no.	57	58	59	60	61	62	63	64
STK33 inh	0.0	nt	10.6	-0.5	9.0	0.6	-1.3	-1.2
OX1R antag-1	117.7*	1.5	14.4	22.5	8.4	8.1	9.4	9.8
OX1R antag-2	-6.4	2.1	-5.6	-7.1	-2.3	-20.6	-35.5	-20.4

#65 O=C(c1cccc(F)c1)N1CCN(C(=O)c2cc3nc(-c4ccco4)cc(C(F)(F)F)n3n2)CC1
#66 CCOC(=O)COc1ccc2c(c1)c(C(C)=O)c(C)n2-c1ccc(OC)cc1
#67 COc1ccc(S(=O)(=O)N2CCN(CC(=O)N3CCOCC3)CC2)cc1OC
#68 O=c1ccc(S(=O)(=O)N2CCCC2)cn1Cc1ccc(Cl)cc1Cl
#69 CCSc1nnc(SCC(=O)Nc2cc(C)on2)s1
#70 Cc1nnc(SCC(=O)Nc2nccs2)n1C(C)C
#71 C[C@H]1CN([C@@H](C)CO)C(=O)c2cccc(NC(=O)Nc3ccc(C(F)(F)F)cc3)c2O[C@H]1CN(C)C
#72 O=C(CNC(=O)c1ccc(Br)o1)NCC(=O)OCc1ccccc1

screen / no.	65	66	67	68	69	70	71	72
STK33 inh	0.7	-1.6	-0.6	0.1	-0.6	-2.2	0.0	2.0
OX1R antag-1	16.9	-2.5	7.9	4.7	4.2	9.6	8.8	0.9
OX1R antag-2	-20.8	-24.2	15.4	0.2	3.5	-2.0	-18.3	-5.2

#73 Cc1cc(SCC#N)n2nc(C)c(-c3ccccc3)c2n1
#74 CCCCCCCCCc1nc(N)n[nH]1
#75 O=c1cc(CSc2ccc(Cl)cc2)[nH]c2[nH]n(-c3ccccc3)c(=O)c12
#76 C[C@H](NC(=O)N1CCn2c1nc1ccccc12)C(=O)NCCc1ccccc1
#77 O=C(c1ccc(F)cc1)N1CCCCC(Sc2nnc3ccccn23)C1=O (stereo not drawn)
#78 O=C(Nc1ccc2nc3n(c(=O)c2c1)CCCCC3)C(=O)N1CCN(c2ccc(F)cc2)CC1
#79 O=C(OCc1nc2ccsc2c(=O)[nH]1)c1ccc(Cl)nc1
#80 CC(=O)c1ccc(N2CCN(C(=O)c3noc4c3CSc3ccccc3-4)CC2)cc1

screen / no.	73	74	75	76	77	78	79	80
STK33 inh	-1.8	-0.9	-0.8	-2.2	-0.4	1.3	-1.8	-0.4
OX1R antag-1	24.3	20.3	2.6	-1.5	4.1	0.1	10.0	0.5
OX1R antag-2	5.7	-8.6	-14.1	-9.2	-7.0	-43.0	-6.9	-14.2

#81 COc1ccc(C2=CC(=O)CC(C)(C)C2)cc1OC
#82 CCN(CC(=O)Nc1ccccc1C(F)(F)F)C(=O)CSCC(=O)Nc1cc(C)on1
#83 CC[C@H]1OC(=O)[C@H](C)[C@@H](O[C@H]2C[C@@](C)(OC)[C@@H](O)[C@H](C)O2)[C@H](C)[C@@H](O[C@@H]2O[C@H](C)C[C@H](N(C)C)[C@H]2O)[C@](C)(O)C[C@@H](C)CN(C)[C@H](C)[C@@H](O)[C@]1(C)O
#84 Cc1cccc(NC(=O)Cn2nnc3ccccc32)c1
#85 Cc1cccc(-n2ccc(=O)c(C(=O)Nc3ccc(S(=O)(=O)Nc4nccc(C)n4)cc3)n2)c1
#86 O=C(O)c1cc2c(cn1)[nH]c1ccccc12
#87 COc1ccc(CC(=O)N2CCNC2=O)cc1

screen / no.	81	82	83	84	85	86	87
STK33 inh	-0.2	-1.1	0.4	-0.7	-2.9	-1.9	-1.5
OX1R antag-1	17.0	19.3	4.1	17.4	9.7	5.4	2.9
OX1R antag-2	-27.2	-18.6	-7.7	-20.9	-5.4	-2.6	-1.6

Nothing new here: four of the compounds above.
#81 COc1ccc(C2=CC(=O)CC(C)(C)C2)cc1OC
#82 CCN(CC(=O)Nc1ccccc1C(F)(F)F)C(=O)CSCC(=O)Nc1cc(C)on1
#83 CC[C@H]1OC(=O)[C@H](C)[C@@H](O[C@H]2C[C@@](C)(OC)[C@@H](O)[C@H](C)O2)[C@H](C)[C@@H](O[C@@H]2O[C@H](C)C[C@H](N(C)C)[C@H]2O)[C@](C)(O)C[C@@H](C)CN(C)[C@H](C)[C@@H](O)[C@]1(C)O
#84 Cc1cccc(NC(=O)Cn2nnc3ccccc32)c1

screen / no.	81	82	83	84
STK33 inh	-0.2	-1.1	0.4	-0.7
OX1R antag-1	17.0	19.3	4.1	17.4
OX1R antag-2	-27.2	-18.6	-7.7	-20.9
